Source: PubChem BioAssay
Growth percent in the NCI-60 one-dose screen (48 h, 10 µM unless noted): 100 = growth as untreated, 0 = no growth, -100 = all killed.
HOP-92: HOP-92 NSCLC cells; hit rate 6.3% among 71,000
HOP-62: HOP-62 NSCLC; AID 1794735; hit rate 3.9% among 80,000
CCRF-CEM: CCRF-CEM leukemia. hit rate 7% among 77,000
MOLT-4: MOLT-4 leukemia cells. hit rate 6.9% among 80,000. AID 1794779
EKVX: EKVX NSCLC | hit rate 3% among 71,000
M14: M14 melanoma; AID 1794745; hit rate 6.2% among 80,000
A549/ATCC: A549/ATCC NSCLC; hit rate 3.7% among 81,000
RPMI-8226: RPMI-8226 leukemia cells; hit rate 7.5% among 77,000; AID 1794781
* marks the source's active call; other numbers are inactive results; . = not tested or not shown. The calls were made as follows: active = growth percent below 10; inactive = the rest.

structure	HOP-92	HOP-62	CCRF-CEM	MOLT-4	EKVX	M14	A549/ATCC	RPMI-8226
Cc1nc2sc(C(=O)Nc3cccc4ccccc34)c(N)c2cc1C(O)c1ccccc1 (configuration not stated)	34.0	20.4	6.9*	6.3*	39.4	7.6*	9.9*	0.1*
O=C1CCCCN1CCCCC#Cc1ccccc1C#Cc1ccccn1	73.2	101.3	74.0	94.9	106.4	111.9	112.2	107.3
NC1=NC(=O)c2c3c(nc(N)c21)CCCCC3	105.5	116.4	.	.	85.0	91.3	114.4	97.4
C/C=C(\C)C(C(=O)NC1CCCCC1)N(C(=O)C1CCc2cc(F)ccc2O1)c1ccc(F)c(Cl)c1 (configuration not stated)	80.6	85.3	66.8	49.2	82.3	82.4	65.4	54.7
C=C(C)[C@@H]1CC[C@]2(C(=O)NCCCCCCCCCCCCCCC)CC[C@]3(C)[C@H](CC[C@@H]4[C@@]5(C)C/C(=C/c6ccco6)C(=O)C(C)(C)[C@@H]5CC[C@]43C)[C@@H]12	.	90.8	98.1	.	98.2	97.1	96.0	119.2
CCNc1nc(Cl)nc(-c2cn(-c3ccccc3)c3ccccc23)n1	92.9	101.3	98.0	101.4	100.8	107.0	98.2	96.0
CSc1ccc(NC(=O)c2ccc3nnn(/C(C#N)=C/c4ccccn4)c3c2)cc1	-77.6*	-58.1*	6.9*	6.0*	-99.6*	-89.7*	-52.5*	-32.6*
Cc1nc2ccccn2c1C(Nc1nc(-c2ccccc2)cs1)c1ccc(Br)cc1 (configuration not stated)	48.9	89.7	87.1	77.1	.	92.0	73.9	57.7
COc1ccc(/C=C/C(=O)c2nnn(-c3ccc(Br)cc3)c2C)cc1OC	81.0	88.1	66.4	78.4	62.3	60.4	73.6	10.5
CCOC(=O)c1cc(C(=O)c2ccc(OC)c(OC)c2)n2ccncc12	94.9	105.6	101.2	94.2	105.8	102.0	99.3	88.3
CCCc1cccc(C)c1O	77.7	103.0	90.7	92.5	113.5	100.6	90.7	88.5
CC(=O)Nc1c(C)cc(C)c(N(C)C(C)=O)c1C	110.4	89.8	103.9	99.1	100.5	103.5	104.2	102.5
CN1CCO/C1=C(/NC(=O)c1ccc(Cl)cc1)[P+](c1ccccc1)(c1ccccc1)c1ccccc1	60.9	95.0	77.9	87.9	81.2	88.5	101.9	24.8
CCCCCCCCCCCCCCCC(N)c1ccccc1 (configuration not stated)	31.4	-33.9*	-1.8*	-38.6*	25.3	3.9*	31.9	-27.9*
CCCCCCCCn1ccc2cc(NC(=O)Cn3cc(CN4CCCCCC4)nn3)ccc21	24.0	55.7	1.1*	-27.5*	74.1	-68.3*	50.6	-9.1*
S=c1[nH]nc(-c2cc(-c3ccncc3)n(-c3ccccc3)n2)n1-c1ccccc1	.	111.7	93.2	93.6	116.8	108.6	107.6	87.9
CCCCCCCCC/C=N\NC(N)=O	.	113.9	98.1	96.8	.	103.4	97.5	107.3
COc1cc(-c2nc(SCCC(C)C)nc(N3CCNCC3)c2C#N)cc(OC)c1OC	119.3	98.5	107.2	104.2	104.2	.	110.2	114.7
Clc1cccc(-n2cnnn2)c1N1CCCC1	.	105.0	.	92.0	84.4	110.6	94.7	88.3
NS(=O)(=O)c1ccc(NC(=O)CSc2ccc(-c3ccccc3)nn2)cc1	41.2	55.4	101.1	110.4	98.8	106.8	101.2	104.3
CC1(C)OC2OC(COC(=O)c3ccccc3)C(OC(=O)c3ccccc3)C(OC(=O)c3ccccc3)C2O1 (configuration not stated)	87.5	83.3	91.0	73.7	.	100.7	88.2	86.3
O=C(O)c1ccccc1Cc1ccccc1	100.1	94.6	110.6	154.4	101.8	100.9	86.0	106.5
COc1cc(-c2c(C#N)nnn2-c2cccc(Cl)c2)cc(OC)c1OC	96.7	102.1	87.8	77.2	.	103.9	91.7	90.3
CC1NC(=S)NC(=O)/C1=C/c1cc(=O)oc2ccc(Cl)cc12 (configuration not stated)	91.5	89.0	90.2	87.4	95.0	99.3	90.7	96.0
C[C@@H]1C=C(I)[C@@]2(CCCO)c3cccc4[nH]cc(c34)[C@@H]12	86.2	91.0	90.9	90.5	106.6	91.5	90.9	90.4
COc1ccc(C(=O)Cn2cnc3c(Nc4cc(C(=O)Nc5ccc(N6CCN(c7ccccc7)CC6)cc5)ccc4C)ncnc32)cc1	117.4	106.6	103.8	82.8	80.2	101.3	102.4	101.7
CCCCC(CCCCCC(CCCC)C1NC(C)Cc2cc(OC)c(OC)cc21)C1NC(C)Cc2cc(OC)c(OC)cc21 (configuration not stated)	-57.8*	-97.2*	-43.3*	-63.0*	-61.2*	-90.2*	-80.9*	-48.3*
CC(C)(COC(=O)COc1ccc(Cl)cc1Cl)[N+](=O)[O-]	83.8	92.3	96.8	78.9	100.2	95.8	90.7	95.6
O=[N+]([O-])c1ccc(NC(=S)NCCNC(=S)Nc2ccc([N+](=O)[O-])cc2)cc1	65.0	84.4	91.2	75.1	89.2	81.6	76.4	67.1
CCCCCCCOC(=O)COc1ccccc1	102.5	106.3	104.7	107.6	105.1	109.7	100.4	109.9
CC(C)(C)n1cc(-c2ccnc(NCCCNS(=O)(=O)c3ccc(F)cc3)n2)c(-c2ccc(Cl)c(O)c2)n1	.	110.2	61.1	63.2	73.0	80.4	72.0	62.2
COc1cc2c(cc1OC)C1(NCC2)C(=O)N(Cc2ccc(F)cc2)c2ccccc21 (configuration not stated)	91.4	94.2	106.5	95.5	97.4	97.1	105.8	65.4
NS(=O)(=O)c1cc([N+](=O)[O-])ccc1Cl	78.8	94.6	115.8	95.4	118.9	95.9	94.6	117.2
CC(C)(C)c1ccc(N)cc1[N+](=O)[O-]	112.5	89.7	89.0	94.3	93.3	97.1	101.1	100.6
COc1cc(CN2COCc3c(C(C)(C)C)nn(-c4ccccc4)c32)cc(OC)c1OC	97.5	96.2	91.2	78.2	106.3	110.1	103.7	49.9
COc1ccc(N2CCC(=S)NC2=S)cc1	104.2	108.2	101.7	98.9	104.3	108.9	99.8	102.8
O=C1Nc2ccc(Br)cc2/C1=N/c1nc(-c2ccc(Br)cc2)cs1	.	82.6	101.9	45.7	78.5	90.5	74.7	80.5
CCCCCC(CCCCC)=C(C#N)C(=O)OCC	106.4	106.2	98.2	90.3	92.9	100.7	102.1	92.3
Cc1ccc(NC(=O)C(C)S)cc1 (configuration not stated)	87.2	96.4	97.9	90.5	109.0	91.0	108.0	.
Cc1ccc(S(=O)(=O)N/N=C/C2(c3ccccc3)CC2)cc1	90.5	99.0	88.5	90.5	99.0	114.6	82.0	96.9

Three entries already listed, arranged by count of non-hydrogen atoms, falling:
structure	HOP-92	HOP-62	CCRF-CEM	MOLT-4	EKVX	M14	A549/ATCC	RPMI-8226
COc1cc(CN2COCc3c(C(C)(C)C)nn(-c4ccccc4)c32)cc(OC)c1OC	97.5	96.2	91.2	78.2	106.3	110.1	103.7	49.9
COc1cc2c(cc1OC)C1(NCC2)C(=O)N(Cc2ccc(F)cc2)c2ccccc21 (configuration not stated)	91.4	94.2	106.5	95.5	97.4	97.1	105.8	65.4
CCCCCC(CCCCC)=C(C#N)C(=O)OCC	106.4	106.2	98.2	90.3	92.9	100.7	102.1	92.3

4 entries from above in a different format:
smiles: COc1cc(CN2COCc3c(C(C)(C)C)nn(-c4ccccc4)c32)cc(OC)c1OC
  HOP-92: 97.5; HOP-62: 96.2; CCRF-CEM: 91.2; MOLT-4: 78.2; EKVX: 106.3; M14: 110.1; A549/ATCC: 103.7; RPMI-8226: 49.9
smiles: COc1ccc(N2CCC(=S)NC2=S)cc1
  HOP-92: 104.2; HOP-62: 108.2; CCRF-CEM: 101.7; MOLT-4: 98.9; EKVX: 104.3; M14: 108.9; A549/ATCC: 99.8; RPMI-8226: 102.8
smiles: O=C1Nc2ccc(Br)cc2/C1=N/c1nc(-c2ccc(Br)cc2)cs1
  HOP-92: .; HOP-62: 82.6; CCRF-CEM: 101.9; MOLT-4: 45.7; EKVX: 78.5; M14: 90.5; A549/ATCC: 74.7; RPMI-8226: 80.5
smiles: CCCCCC(CCCCC)=C(C#N)C(=O)OCC
  HOP-92: 106.4; HOP-62: 106.2; CCRF-CEM: 98.2; MOLT-4: 90.3; EKVX: 92.9; M14: 100.7; A549/ATCC: 102.1; RPMI-8226: 92.3

Complete entries as entered above. Screens in order: HOP-92 | HOP-62 | CCRF-CEM | MOLT-4 | EKVX | M14 | A549/ATCC | RPMI-8226
CC(C)(C)n1cc(-c2ccnc(NCCCNS(=O)(=O)c3ccc(F)cc3)n2)c(-c2ccc(Cl)c(O)c2)n1 reads . | 110.2 | 61.1 | 63.2 | 73.0 | 80.4 | 72.0 | 62.2
NS(=O)(=O)c1cc([N+](=O)[O-])ccc1Cl reads 78.8 | 94.6 | 115.8 | 95.4 | 118.9 | 95.9 | 94.6 | 117.2
O=C1Nc2ccc(Br)cc2/C1=N/c1nc(-c2ccc(Br)cc2)cs1 reads . | 82.6 | 101.9 | 45.7 | 78.5 | 90.5 | 74.7 | 80.5

Next structures follow:
structure	HOP-92	HOP-62	CCRF-CEM	MOLT-4	EKVX	M14	A549/ATCC	RPMI-8226
CC(=O)OC[C@@]1(C)C2CC[C@]3(C)C(CC=C4C5CC(C)(C)CC[C@]5(C(=O)Nc5ccccc5)CC[C@]43C)[C@@]2(C)C[C@@H](OC(C)=O)[C@@H]1OC(C)=O (some centres not stated)	40.1	32.8	29.7	24.4	26.8	50.9	39.6	10.7
Clc1nc(NCCc2ccccc2)c2cn[nH]c2n1	.	88.8	106.2	92.8	24.8	108.3	91.9	87.1
Cc1cccc2c3c(sc12)C(c1ccc(F)cc1)c1c(nc(CC(=O)Nc2ccccc2)[nH]c1=O)O3 (configuration not stated)	.	79.7	100.5	102.9	84.3	85.1	107.5	109.3
CN1C(=O)N(C)C2(c3ccccc3)N(CC(=O)NCCc3c[nH]c4ccccc34)C(=O)NC12c1ccccc1 (configuration not stated)	95.8	91.9	106.3	97.9	96.5	98.9	104.8	96.3
CCO[C@H]1CC[C@@]2(C)C(=CC[C@H]3[C@@H]4CC[C@H]([C@H](C)CCCC(C)C)[C@@]4(C)CC[C@@H]32)C1	103.0	105.7	86.1	92.0	.	95.7	98.7	99.2
CS(=O)(=O)Nc1cccc(-c2ccc3ncnc(Nc4cncc(Cl)c4)c3c2)c1	11.2	40.5	17.1	0.6*	10.8	16.8	30.5	-8.1*
N#C/C(=C\c1ccc(F)cc1)C(=O)Nc1ncc(Cc2ccc(Cl)c(Cl)c2)s1	66.7	88.5	97.1	97.0	95.8	84.6	95.9	100.3
CCN(CC)CCOc1ccc(Cl)c(C)c1	85.7	103.8	98.4	99.8	110.5	102.9	96.5	99.9
COc1ccc(/C(C)=N\NC(N)=S)cc1OC	110.6	102.2	105.3	73.7	62.2	101.7	77.9	102.5
Nc1c(C(=O)Nc2ccccc2)sc2nc3c(cc12)CN(Cc1ccccc1)CC3	20.2	52.1	98.6	92.3	.	82.2	54.2	79.6
O=c1oc2ccc(Br)cc2c(=O)n1-c1ccc(I)cc1F	-16.6*	1.9*	7.4*	-26.3*	12.5	-9.7*	6.4*	-28.3*
O=C(Nc1ccc(C2=NCCN2)cc1)c1cccc(C(=O)Nc2ccc(C3=NCCN3)cc2)c1	92.1	99.2	97.4	117.1	91.4	111.0	115.2	90.9
COc1ccc(/C=C2\N=C(c3ccccc3)N(C(=O)c3ccc(O)cc3)NC2=O)cc1	88.4	100.0	.	30.5	90.8	92.2	97.9	51.5
COc1ccc(-c2csc(NC(=O)CSc3nc(N)cc(=O)[nH]3)n2)cc1	111.7	111.4	107.8	102.1	104.7	103.4	102.3	93.8
N=C1N=C(N)C2(CCCC2)/C1=C1\Nc2ccccc2S1	89.5	89.6	.	82.7	100.0	96.8	84.6	112.0
N=S(=O)(c1ccccc1)c1ccc([N+](=O)[O-])c(OC(=O)c2ccc(Cl)cc2)c1 (configuration not stated)	98.5	94.1	87.2	68.8	98.6	79.0	69.0	96.7
COc1cc(-c2csc(NC(=O)Nc3ccc(C(F)(F)F)cc3)n2)cc(OC)c1OC	-24.5*	9.1*	5.1*	-9.3*	5.7*	5.5*	5.2*	-11.5*
CC(=O)/C=C/c1cc2cc(C)ccc2[nH]c1=O	103.4	82.2	80.5	94.7	89.9	95.8	91.2	84.9
CCCCN=C(NCCCC)C(c1ccccc1)c1ccccc1	65.9	73.7	84.7	89.9	87.7	69.8	89.8	78.8
COc1ccc(-c2cnc3sc(C(=O)NNC(=O)c4ccc(C)cc4)c(C)n23)cc1	97.6	100.0	99.0	92.0	95.3	101.8	101.0	101.7
C=C(C)C(=O)OCCCCCCC	96.7	90.3	106.4	105.0	103.8	97.1	111.4	97.4
CN1CCN(c2nc(-c3cn4ccsc4n3)cc3ccccc23)CC1	17.7	86.8	92.5	95.2	88.3	94.5	89.9	86.5
CCCC(=O)c1cc(C)ccc1OC	81.5	101.0	96.5	.	116.8	.	111.5	110.5
